AmpC no deterg: inhibitors of E. coli AmpC beta-lactamase without detergent; P00811; AmpC nitrocefin hydrolysis, absorbance 480 nm, 0.0001% Triton; Potency, µM (highest dose often 57.1 µM), for the others: top-dose activity change, negative = inhibition, usual class: inhibitors; 0.52% of 330,000 active; AID 485341;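 note: potency is the fitted concentration of half-maximal effect; plate controls were no compound for no effect and no enzyme for full effect; nearly all actives have a fitted effect of over 20% in size; some results filed as inactive show a strong effect at the top dose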
Target sequence (P00811 whole entry, looked up): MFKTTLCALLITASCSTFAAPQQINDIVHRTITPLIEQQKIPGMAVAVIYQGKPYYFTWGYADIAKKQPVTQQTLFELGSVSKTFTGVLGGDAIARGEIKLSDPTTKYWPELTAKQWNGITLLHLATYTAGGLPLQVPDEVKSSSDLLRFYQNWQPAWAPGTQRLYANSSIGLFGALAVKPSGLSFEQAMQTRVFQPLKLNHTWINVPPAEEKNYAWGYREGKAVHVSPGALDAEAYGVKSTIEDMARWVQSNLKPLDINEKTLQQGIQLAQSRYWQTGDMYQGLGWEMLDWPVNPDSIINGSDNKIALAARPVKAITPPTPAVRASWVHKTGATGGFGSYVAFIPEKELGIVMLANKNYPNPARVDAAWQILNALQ
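AmpC (5.3 nM in the dispensed reagent) in 20 mM phosphate pH 7.0 with 0.01% (detergent screen) or 0.0001% Triton X-100 was preincubated with compounds for 15 min at room temperature. Nitrocefin was then added from an 800 uM solution, and hydrolysis was followed at 480 nm.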
FBPA Giardia inh: Giardia lamblia aldolase inhibition. 0.71% of 290,000 active. AID 2451. Potency, µM (top dose mostly 59.6 µM), without a hit: at the top dose activity, negative = inhibition, actives largely listed as inhibitors. purified Giardia FBPA. A8B2U2; note: potency is the fitted concentration of half-maximal effect; nearly all actives have a fitted effect of over 55% in size
Target sequence (A8B2U2 whole entry, looked up): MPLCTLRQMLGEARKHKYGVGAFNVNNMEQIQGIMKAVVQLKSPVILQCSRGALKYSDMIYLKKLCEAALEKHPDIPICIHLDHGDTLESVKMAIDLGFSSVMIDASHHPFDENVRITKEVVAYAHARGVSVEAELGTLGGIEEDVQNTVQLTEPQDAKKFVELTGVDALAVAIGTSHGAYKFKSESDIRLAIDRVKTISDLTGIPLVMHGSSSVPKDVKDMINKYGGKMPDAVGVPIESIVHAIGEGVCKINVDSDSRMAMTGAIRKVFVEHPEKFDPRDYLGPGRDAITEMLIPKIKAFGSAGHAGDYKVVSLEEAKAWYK
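40 nM FBPA preincubated 10 min at RT with compound (up to 57.5 uM final), then substrate plus GAPDH/TPI/NAD/arsenate coupling and diaphorase/resazurin added. Fluorescence read after 20 min at RT, 525/598 nm.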
AmpC inh detg: blocks E. coli AmpC beta-lactamase in detergent assay; P00811; AmpC hydrolysis of nitrocefin, absorbance 480 nm, 0.01% Triton; Potency, µM (doses to about 114 µM), for inactives: at the top dose activity change, negative = inhibition, usual class: inhibitors; 0.041% of 370,000 active;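 note: potency is the fitted concentration of half-maximal effect; 0% = no-compound wells and -100% = no-enzyme wells; nearly all actives have a fitted effect of over 25% in size; some results filed as inactive show a strong effect at the top dose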
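20 mM phosphate pH 7.0 + 0.01% (detergent screen) or 0.0001% Triton X-100; 5.3 nM AmpC reagent; cpd preinc 15 min RT; nitrocefin (800 uM stock) to start; A480 q20 s × 4 min; Activity was normalised to no-enzyme and no-compound control wells.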
Sm TGR inh: blocks Schistosoma mansoni thioredoxin glutathione reductase; Q962Y6; 3% of 360,000 active; AID 485364; Potency, µM (titrated, usually from 114 µM), for inactives: top-dose activity change, negative = inhibition, most hits filed as inhibitors; purified TGR, DTNB reduction, TNB absorbance 405 nm; note: potency is the fitted concentration of half-maximal effect; nearly all actives have a fitted effect of over 60% in size
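First, TGR (20 nM dispensed) and NADPH were mixed with compound. Second, a 15 min room-temperature incubation followed. Third, further NADPH and then DTNB were added to start the reaction. Finally, TNB absorbance was monitored kinetically.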
HCMV antiviral: human cytomegalovirus inhibition. 4.5% of 410,000 active. AID 1259415. activity change, negative = inhibition, % at 57.5 µM. HFF cells, HCMV-luciferase reporter, 72 h; active compounds read low; in the data active = activity change below about -60%; inconclusive = no clear call, values can overlap the other calls; inactive = above about -39%
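Steps: HFFs plated, 16 h 37C; compounds added; HCMV-luciferase added to MOI 1 PFU/cell; 72 h 37C; OneGlo reagent, 5 min room temperature; luminescence read, normalized to controls.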
AMA1-RON2 inh: disrupts binding of P. falciparum AMA1 to RON2. AlphaScreen AMA1-biotinylated RON2 peptide binding. Potency, µM (highest dose often 58.2 µM), without a hit: at the highest dose activity change, negative = inhibition, hits mostly inhibitors. 0.2% of 360,000 active;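 note: potency is the fitted concentration of half-maximal effect; 0% = vehicle wells and -100% = peptide control; nearly all actives have a fitted effect of over 45% in size; some results filed as inactive show a strong effect at the top dose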
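AMA1 (3D7) with his tag at 25 nM final met compounds first, then biotinylated RON2 peptide at 25 nM; detection used donor plus acceptor beads, 10 µg/mL apiece, read by AlphaScreen after 30 min at room temperature.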
* = called active by the depositor; ? = inconclusive; . = not tested or not shown; [ ] = dose if it differs, or a comment. Unless noted, calls come from the whole dose curve; as a rule, active = well fitted curve in the direction sought with a large enough effect; inconclusive = small, poorly fitted or top-dose-only effect, or another doubt; inactive = no such curve, though single readings can be large; an effect the other way counts as inactive or inconclusive. Unless noted, % is set by controls: 0 for no effect and ±100 for the full control effect.

1) Cc1cccc(NC(=S)NC(=O)/C=C/c2ccco2)c1
2) CC(C)Cn1c(N)c(C(=O)COC(=O)c2cccn2C)c(=O)n(C)c1=O
3) CN(Cc1cccc(F)c1)C(=O)c1cc(S(=O)(=O)N2CCOCC2)ccc1N1CCCC1
4) CCOC(=O)Cc1nnc(NC(=O)C(CC)Sc2nnc3c4ccccc4n(C)c3n2)s1 (centres undefined)
5) CCN(CC)c1ccc(/C=N/OCC(=O)Nc2cccc(C)c2)cc1
6) COc1ccc2c(c1)Cc1sc(NC(=O)c3cccnc3)nc1-2
7) COc1cccc(C(=O)Nn2cnnc2)c1
8) CCC(C)NC(=O)C1CCN(c2nc(C)cc(C)n2)CC1 (centres undefined)

Screen / compound no.	1	2	3	4	5	6	7	8
AmpC no deterg	-41%	-16%	96%[activator]	82%[activator]	-42%	-19%	-21%	-9%
FBPA Giardia inh	-15%	.	.	2%	-1%	-17%	3%	9%
AmpC inh detg	4%	.	-8%	?	-16%	4%	-3%	-8%
Sm TGR inh	.	.	-20%	-7%	-1%	-3%	0%	4%
HCMV antiviral	25	-12	4	28	-30	-33	-19	-16
AMA1-RON2 inh	14%	25%	4%	1%	?	7%	-3%	33%[activator]

Limited to Sm TGR inh, FBPA Giardia inh and AMA1-RON2 inh, for 4 of the compounds above:
# | compound | Sm TGR inh | FBPA Giardia inh | AMA1-RON2 inh
1 | Cc1cccc(NC(=S)NC(=O)/C=C/c2ccco2)c1 | . | -15% | 14%
2 | CC(C)Cn1c(N)c(C(=O)COC(=O)c2cccn2C)c(=O)n(C)c1=O | . | . | 25%
3 | CN(Cc1cccc(F)c1)C(=O)c1cc(S(=O)(=O)N2CCOCC2)ccc1N1CCCC1 | -20% | . | 4%
4 | CCOC(=O)Cc1nnc(NC(=O)C(CC)Sc2nnc3c4ccccc4n(C)c3n2)s1 (centres undefined) | -7% | 2% | 1%

(more compounds)
9) Cc1ccc2c(c1)cc(CN(Cc1ccc3c(c1)OCO3)C(=O)c1cnccn1)c1nnnn12
10) Cc1ccccc1-n1cc(C(=O)c2cc(Cl)ccc2O)cc(C#N)c1=O
11) COc1cc2c(cc1OC)CC(=O)N(C)CC2
12) Cn1c(=O)n(C)c2cc(NS(=O)(=O)c3ccc(C(C)(C)C)cc3)c(NCc3ccccc3)cc21
13) Cc1ccc(S(=O)(=O)C2(C(=O)Nc3ccc(Br)cc3)CC2)cc1
14) CCC(=O)Nc1ccccc1C(=O)N1CCOCC1
15) COc1ccc(/C=C(/NC(=O)c2ccccc2)C(=O)Nc2cccc(C(=O)O)c2)cc1
16) O=C(CSc1nnc(-c2ccco2)n1Cc1ccccc1)c1ccccc1

Screen / compound no.	9	10	11	12	13	14	15	16
AmpC no deterg	120%	-29%	-19%	.	-15%	-11%	149%[activator]	15%
FBPA Giardia inh	6%	-2%	8%	.	-4%	5%	.	0%
AmpC inh detg	?	?	?	-4%	5%	-15%	5%	-4%
Sm TGR inh	-3%	-20%	5%	-6%	-1%	29%	-15%	45µM*
HCMV antiviral	-14	-20	98	-30	-19	40	5	21
AMA1-RON2 inh	0%	0%	-18%	.	-13%	14%	-7%	-8%

17) CCOC(=O)c1c(NC(=O)C(C)Sc2cccc[n+]2[O-])sc2c1CCN(Cc1ccccc1)C2 (centres undefined)
18) COc1ccc(CCNC(=O)CO/N=C/c2cc3c(cc2Br)OCO3)cc1OC
19) Cc1ccc(NC(=O)CN(C)CC(=O)Nc2cccc(F)c2)cc1[N+](=O)[O-]
20) COc1ccc(C(CCO)NC(=O)c2cccs2)cc1OC (centres undefined)
21) COc1cc(/C=C/C(=O)OCC(=O)Nc2c(C)n(C)n(-c3ccccc3)c2=O)cc(OC)c1OC
22) O=C(COc1ccc(F)cc1)NCCN1CCCC1
23) Cc1ccc(-c2c(C)n([O-])c3c([n+]2=O)CCCC3)o1
24) CCNC(=O)c1c(NC(=O)c2nc(S(=O)(=O)CC)ncc2Cl)sc2c1CCCC2

Screen / compound no.	17	18	19	20	21	22	23	24
AmpC no deterg	118%[activator]	102%[activator]	81%[activator]	-13%	26%	3%	-7%	.
FBPA Giardia inh	-16%	3%	-9%	5%	.	?	6%	.
AmpC inh detg	-12%	-2%	2%	4%	?	?	?	-7%
Sm TGR inh	-4%	4%	1%	2%	-10%	-2%	?	-7%
HCMV antiviral	?	29	?	-28	-34	-4	-12	-101*
AMA1-RON2 inh	-4%	-17%	30%[activator]	-12%	20%	-2%	1%	.

25) COc1ccc2[nH]c3c(=O)n(CCCN4CCOCC4)cnc3c2c1
26) CN(C)C(=S)NC(=O)C12CC3(C)CC(C)(CC(C)(C3)C1)C2
27) Cc1ccc(CN2C(=O)NC(=O)C3(Cc4c(nc5ccccn5c4=O)N4CCCCCC43)C2=O)cc1 (centres undefined)
28) CCc1cccc(CC)c1-n1c(-c2cccnc2)n[nH]c1=S
29) CC1(C(=O)NNC(=O)C2CCCCC2)CC1(Cl)Cl (centres undefined)
30) COc1ccc(OC)c(C2=NOC(C(=O)NCc3ccco3)C2)c1 (centres undefined)
31) COc1ccc(C(Nc2ccc(S(=O)(=O)NCC3CCCO3)cc2)C(=O)NC(C)(C)C)cc1OC (centres undefined)
32) O=C(CSc1nnc(-c2ccccc2)o1)Nc1ccccc1F

Screen / compound no.	25	26	27	28	29	30	31	32
AmpC no deterg	-13%	-7%	-1%	-29%	-17%	1%	39%	-6%
FBPA Giardia inh	-2%	0%	-1%	-7%	1%	-7%	0%	-7%
AmpC inh detg	-6%	2%	-9%	?	2%	?	0%	?
Sm TGR inh	-1%	6%	1%	8%	9%	35µM*	8%	-8%
HCMV antiviral	7	-9	1	2	10	-7	50	?
AMA1-RON2 inh	7%	91%[activator]	10%	7%	26%	-3%	-19%	0%

33) N#CCSc1ccccc1NC(=O)COC(=O)CCNC(=O)c1ccc([N+](=O)[O-])cc1
34) Cc1ccc(-c2nnn3c2nc(NCCc2ccc(S(N)(=O)=O)cc2)c2ccccc23)cc1
35) O=C(c1ccc2ncsc2c1)N1CCN(c2ccccc2Cl)CC1
36) Cc1ccc(S(=O)(=O)N2CCOCC2)cc1NC(=O)COC(=O)Cc1ccccc1
37) COc1ccc(C(=O)N=c2c(C#N)cc3c(=O)n4cccc(C)c4nc3n2Cc2ccco2)cc1
38) CCCCc1ccc(NC(=O)CSc2nc(=O)n(CCN3CCOCC3)c3c2CCC3)cc1
39) CN(CCc1ccccn1)C1CCCN(S(=O)(=O)c2ccccc2Cl)C1 (centres undefined)
40) CC(=O)N1CCN(S(=O)(=O)c2cccc(C(=O)Nc3ccc(F)c(F)c3)c2)CC1

Screen / compound no.	33	34	35	36	37	38	39	40
AmpC no deterg	-27%	-21%	5%	-5%	-10%	22%	30%	23%
FBPA Giardia inh	.	-3%	0%	.	0%	.	-7%	8%
AmpC inh detg	-17%	2%	-2%	.	?	?	-1%	-15%
Sm TGR inh	0%	-16%	-12%	.	?	-11%	?	3%
HCMV antiviral	27	71	?	6	.	-14	-2	8
AMA1-RON2 inh	5%	-13%	0%	-7%	.	-11%	2%	-32%

41) O=[N+]([O-])C(=c1ccc2c(c1)N1C3=C(CCCC3)CC3CCCCC31N=2)[N+](=O)[O-] (centres undefined)
42) O=C(Nc1cccc2ncccc12)c1ccc2c(c1)OCCO2
43) COC(=O)c1cccc(NC(=O)c2nsc3ccccc23)c1
44) CCCc1nnc(NC(=O)CCC(=O)NCCc2ccc(Cl)cc2)s1
45) COc1ccc(CCNC(=O)c2c(O)nc3cc(C)ccn3c2=O)cc1OC
46) CO/N=C/c1cccn1-c1nccc(OC)c1C#N
47) O=C(NNC(=O)c1cc(-c2cccc(Br)c2)nc2ccccc12)c1csc(N2CCOCC2)n1
48) CCN(CC)S(=O)(=O)c1ccc(S(=O)(=O)N2CCC(N3CCCCC3)CC2)cc1

Screen / compound no.	41	42	43	44	45	46	47	48
AmpC no deterg	-19%	-13%	.	-26%	.	-2%	-29%	-10%
FBPA Giardia inh	?	0%	.	.	.	4%	.	0%
AmpC inh detg	3%	-13%	-7%	0%	4%	-4%	?	7%
Sm TGR inh	0%	6%	-7%	10%	2%	1%	1%	-7%
HCMV antiviral	.	-9	59	-12	3	-26	-27	?
AMA1-RON2 inh	.	-3%	.	13%	.	-13%	101%[activator]	-19%

49) NC(=O)CC[C@@H]1NC(=O)[C@H](CO)NC(=O)c2cc([N+](=O)[O-])cc(I)c2NCCCC[C@@H](C(N)=O)NC(=O)[C@H](Cc2ccc(O)cc2)NC1=O
50) CN(C)c1ccc(CNn2cnnc2SCc2ccc(F)cc2)cc1
51) S=C(Nc1ccccc1Cl)N1CCCC1
52) O=C(OCC(=O)N1CCCC1)c1ccc(O)cc1
53) Cn1c(=O)[nH]c(=O)c2c1nc(NCCCn1ccnc1)n2CCOc1ccccc1
54) CC(=O)N(Cc1cccnc1)c1nc2c(C)cccc2s1
55) Cc1ccc(C(=O)Nc2ccc(C(=O)N/N=C/c3ccncc3)cc2)cc1
56) CC(C)CN(C(=O)CCc1ccccc1Cl)c1c(N)n(Cc2ccccc2)c(=O)[nH]c1=O

Screen / compound no.	49	50	51	52	53	54	55	56
AmpC no deterg	28%	22%	-16%	-4%	-18%	.	0%	-40%
FBPA Giardia inh	0%	0%	-2%	-3%	5%	.	3%	.
AmpC inh detg	?	5%	-9%	-1%	?	-7%	4%	?
Sm TGR inh	-7%	8%	25%	-1%	-6%	4%	0%	2%
HCMV antiviral	.	17	14	8	8	5	.	-14
AMA1-RON2 inh	-7%	-4%	-3%	2%	-6%	.	.	0%

57) CC(C)NC(=O)CSCc1c(Cl)cccc1Cl
58) CCC(=O)c1ccccc1OCCCN1CCC(Cc2ccccc2)CC1
59) CCC12CN3CC(CC)(CN(C1)C3c1ccc([N+](=O)[O-])o1)C2=O (centres undefined)
60) COc1cccc(CNC(=O)c2ccc(-n3c(C)cc4c3CCCC4)cc2)c1
61) O=C(Nc1ccc(Cl)cc1)OCc1ccccn1
62) CNC(=O)Cn1nc(C)c(S(=O)(=O)N2CCOCC2)c1C

Screen / compound no.	57	58	59	60	61	62
AmpC no deterg	21%	73%[activator]	7%	.	-29%	-8%
FBPA Giardia inh	-11%	-27%	-5%	.	-1%	.
AmpC inh detg	-5%	0%	-2%	20%	-13%	.
Sm TGR inh	6%	6%	-13%	?	-13%	.
HCMV antiviral	-19	4	5	-38	56	62
AMA1-RON2 inh	10%	-2%	4%	.	-23%	-8%

Source: PubChem BioAssay (National Center for Advancing Translational Sciences (NCATS))
